# Compound activity as filed in PubChem.
# Growth percent in the NCI-60 one-dose screen (48 h, 10 µM unless noted): 100 = growth as untreated, 0 = no growth, -100 = all killed.
# HCC-2998 – HCC-2998 colon cancer. 79,000 tested, 4.7% active
# SW-620 – SW-620 colon cancer | 82,000 tested, 5.2% active | AID 1794795
# A498 – A498 renal cancer cells. 76,000 tested, 5.4% active. AID 1794774
# KM12 – KM12 colon cancer cells; AID 1794800; 82,000 tested, 5% active
# HCT-116 – HCT-116 colon cancer; 82,000 tested, 7.3% active; AID 1794798
# HT29 – HT29 colon cancer; 81,000 tested, 7.4% active; AID 1794748
# HCT-15 – HCT-15 colon cancer; 82,000 tested, 5.2% active
# COLO 205 – COLO 205 colon cancer; 79,000 tested, 7.3% active; AID 1794742
# SNB-75 – SNB-75 CNS cancer. 79,000 tested, 5% active
# An asterisk follows results filed as active; . = no result given; & = joins results of further samples; ! = repeats disagree. How the source made its calls: active means growth percent below 10; inactive means the rest.
# Values run as follows: HCC-2998	SW-620	A498	KM12	HCT-116	HT29	HCT-15	COLO 205	SNB-75
1. O=C(CCCCCCCCCCBr)OCc1ccccc1
  103	105	109	115	109	111	121	122	100
2. NC(=S)N1N=C(c2ccc(Cl)cc2)CC1c1ccc2c(c1)OCO2 (configuration not stated)
  99	105	111	107	81	80	93	116	92
3. c1ccc(Nc2ccc(-c3ccc(Nc4ccccc4)cc3)cc2)cc1
  89	106	103	104	101	109	103	113	97
4. CCN(CC)/C([O-])=c1\cccc\c1=C1\N=C(c2ccccc2)N=C1[n+]1ccc(-c2ccccc2)cc1
  93	92	96	96	97	106	101	108	94
5. COc1ccc(-c2cc(-c3cccnc3)nc(SCC(=O)c3ccccc3)c2C#N)cc1OC
  93	110	64	95	91	.	98	89	91
6. COc1ccc(C2C(C#N)=C(N)Oc3c2c(=O)n(C)c(=O)n3C)cc1 (configuration not stated)
  101	112	112	105	105	101	102	115	90
7. NC1=NC(c2ccccc2Cl)c2c(n[nH]c2N)N1 (configuration not stated)
  100	47	68	51	29	21	64	71	89
8. CCCN(CCNc1cc(OC)cc2cccnc12)C(C)C
  94	64	83	97	71	100	92	96	93
9. COc1ccc(-c2c(C#N)c(N)nc3c(C#N)c(NC(=O)c4ccccc4)nn23)cc1
  112	103	100	101	99	108	104	107	73
10. Cc1cccc(Cl)c1NC(=O)C(C)N1CCCC1 (configuration not stated)
  108	102	104	111	99	94	110	99	98
11. Cn1cc(C(=O)c2nc(-c3c[nH]c4ccccc34)no2)c2ccccc21
  45	57	96	22	47	36	26	56	56
12. Cc1nn(-c2ccccc2)nc1C(=O)Nc1ccccc1C(=O)NCC1CC1
  116&102	69&104	93&107	94&117	-13*!	73&100	71&87	53&95	4.7*!
13. C=C(C)[C@H]1CC/C(C)=C/CC[C@@]2(C)O[C@@H]2CC/C(CO)=C\[C@@H]1OC(C)=O
  114	114	87	102	90	92	107	108	82
14. Nc1ccc2[nH]c(=S)[nH]c2c1
  .	101	109	113	103	102	102	105	85
15. CCCCCCCCC/C=N/Nc1ccc([N+](=O)[O-])cn1
  111	93	84	89	98	103	97	91	99
16. Clc1nc(-c2cccnc2)nc2sc3c(c12)CCCCCC3
  107	106	94	116	97	100	99	107	91
17. COC(=O)c1nc(N)nc(C(=O)OC)c1C(=O)c1ccc2ccccc2c1
  117&119	99&115	153&115	101&110	100&112	112&115	103&117	110&124	90&101
18. Nc1nc2nc[nH]c2c(=O)[nH]1
  114	95	120	104	100	118	113	119	85
19. COc1ccc(/C(C#N)=C/c2cccc(Cl)c2)cc1
  100	97	97	84	90	92	85	100	83
20. O=C(/C=C/c1cn(-c2ccccc2)nc1-c1ccc(OCc2ccccc2)cc1)c1ccc(Cl)cc1
  101	102	112	97	89	109	108	101	101

# From compound 12 to 18, copied from above:
# Values run as follows: HCC-2998	SW-620	A498	KM12	HCT-116	HT29	HCT-15	COLO 205	SNB-75
12. Cc1nn(-c2ccccc2)nc1C(=O)Nc1ccccc1C(=O)NCC1CC1
  116&102	69&104	93&107	94&117	-13*!	73&100	71&87	53&95	4.7*!
13. C=C(C)[C@H]1CC/C(C)=C/CC[C@@]2(C)O[C@@H]2CC/C(CO)=C\[C@@H]1OC(C)=O
  114	114	87	102	90	92	107	108	82
14. Nc1ccc2[nH]c(=S)[nH]c2c1
  .	101	109	113	103	102	102	105	85
15. CCCCCCCCC/C=N/Nc1ccc([N+](=O)[O-])cn1
  111	93	84	89	98	103	97	91	99
16. Clc1nc(-c2cccnc2)nc2sc3c(c12)CCCCCC3
  107	106	94	116	97	100	99	107	91
17. COC(=O)c1nc(N)nc(C(=O)OC)c1C(=O)c1ccc2ccccc2c1
  117&119	99&115	153&115	101&110	100&112	112&115	103&117	110&124	90&101
18. Nc1nc2nc[nH]c2c(=O)[nH]1
  114	95	120	104	100	118	113	119	85

# The results go on:
# Values run as follows: HCC-2998	SW-620	A498	KM12	HCT-116	HT29	HCT-15	COLO 205	SNB-75
21. CCCCCn1sc(=O)n(Cc2ccc(CNC(=O)OCc3ccc4c(Cl)cc(Cl)c(O)c4n3)cc2)c1=O
  95	58	81	57	45	110	17	106	82
22. O=C1c2ccccc2C(=O)N1CNc1ccccc1
  105	103	101	99	97	97	100	102	88
23. CC(C)(C)c1ccc(Cn2cc(CSc3nc4ccccc4o3)nn2)cc1
  118	105	83	99	94	98	97	119	98
24. COC(=O)[C@]12CC[C@@H](C)[C@H](C)[C@@H]1C1=CC[C@@H]3[C@@]4(C)CC(=O)[C@H](O)[C@@](C)(CO)[C@@H]4C(=O)C[C@@]3(C)[C@]1(C)CC2
  -61*	1.8*	-11*	-37*	-43*	-26*	-15*	-65*	-0.6*
25. CNCCCNCCCN1C(=O)c2ccc3c4c(ccc(c24)C1=O)C(=O)N(CCCNCc1ccccc1OC)C3=O
  -9.5*	-19*	29	-17*	-9.0*	-23*	28	-73*	16
26. O=C(CC(=O)C(F)(F)C(F)(F)C(F)(F)F)c1csc2ccccc12
  91	93	106	75	79	97	69	111	93
27. COc1ccc([C@@H](CCO)C[C@H](C)c2ccc3ccccc3c2)cc1
  93	93	115	83	79	79	79	101	93
28. Cn1c(SCC(=O)Nc2ccc(S(=O)(=O)Nc3ccc(Cl)nn3)cc2)nc2ccccc2c1=O
  99	102	81	104	106	108	103	111	94
29. Cc1ccc(/C=C/C(=O)c2ccc(-c3cc4ccccc4oc3=O)nc2C)o1
  110	105	108	105	107	115	98	123	92
30. CC(C)=CCc1cc(/C=C/C(=O)O)ccc1OC(=O)CCc1ccccc1
  110	105	84	103	99	.	108	124	85
31. O=c1cc(-c2ccccc2)[nH]c(-c2ccccc2)c1
  .	104	59	103	93	101	92	141	67
32. COc1ccc(NC(C)=O)c(C)c1
  105	106	.	108	104	100	102	102	83
33. C#C[C@@]1(O)[C@@H](CO)O[C@@H](n2cc(Cl)c3c(N)ccnc32)[C@@H]1O
  85	55	88	70	4.7*	39	51	63	140
34. CCOC(=O)C(CCC1OCCO1)C(C)=O (configuration not stated)
  98	105	120	105	104	103	111	116	94
35. CC(C)NS(=O)(=O)c1cccc(-c2ccc3c(=O)n(CCCN(C)C)c4c(c3c2)C(=O)c2ccccc2-4)c1
  96	81	102	94	82	82	97	86	82
36. Cc1ccc(S(=O)(=O)Oc2ccc(-c3ccc4occc4c3)cc2)cc1
  95	94	82	103	102	98	89	112	112
37. COC(=O)c1c2c(c(C)[n+]([O-])c1C)C(=O)C(NCc1ccc(OC)cc1)=CC2=O
  15	6.7*	113	14	3.9*	9.5*	9.7*	-45*	127
38. Cn1nnnc1SCC1=C(C(=O)O)N2C(=O)C(NC(=O)C(O)c3ccccc3)C2SC1 (configuration not stated)
  107	115	117	108	99	106	108	113	98
39. COc1cc(-c2nc(-c3ccc(-c4nc5ccccc5[nH]4)cc3)no2)cc(OC)c1OC
  96	93	102	54	59	48	54	97	79
40. CC(=O)c1ccc2ccc3ccccc3c2c1
  92	100	.	99	84	90	102	110	104

# Next section:
# Values run as follows: HCC-2998	SW-620	A498	KM12	HCT-116	HT29	HCT-15	COLO 205	SNB-75
41. O=C(Nc1cccc(Cl)c1)c1ccc(Cl)cc1Cl
  106	93	88	85	89	87	96	101	85
42. C=C(C)C(=O)OCCOCCOCCOC(=O)C(=C)C
  112	105	102	105	104	106	98	118	79
43. O=C(Cn1c(=O)ccn(CCCCCCCCOc2ccc(Br)cc2)c1=O)Nc1ccc(Oc2ccccc2)cc1
  66	61	53	56	38	27	68	58	84
44. N#CCCNCC(=O)O
  110	109	114	103	104	95	99	109	108
45. Cc1cc(-c2ccc(Cl)cc2)n(Cc2nnc(SCC(=O)Nc3ccc(S(N)(=O)=O)cc3)o2)n1
  100	91	89	95	78	91	77	104	116
46. [O-][N+]12CCCCC1CCCC2CO (configuration not stated)
  100	101	96	111	107	105	109	105	96
47. COc1ccc(/C=N/NC(N)=S)cc1
  91	125	73	119	89	102	106	106	88
48. CCOC(=O)Cc1csc2nc(-c3ccccc3)nn12
  103	99	90	105	98	106	113	.	105
49. CCN1CCN(c2cc(C)nc(N(CCNc3ccnc4cc(Cl)ccc34)Cc3ccc4c(c3)OCO4)n2)CC1
  -46*	0.9*	-1.8*	5.7*	-23*	-38*	-29*	-89*	-75*
50. COC1(c2ccccc2)CN(Cc2ccccc2)CC(c2ccccc2)O1 (configuration not stated)
  103	94	119	95	59	57	83	101	102
51. Cc1cc(C)c(C)c(I)c1C
  .	97	84	106	99	105	106	109	97
52. COc1cc(-c2noc(-c3ccccc3N)n2)cc(OC)c1OC
  108	98	.	97	92	99	86	106	.
53. COc1ccc(C2CC(c3ccccc3)=NN2/C=C2\SC(=S)N(NC(=O)Cc3ccccc3Nc3c(Cl)cccc3Cl)C2=O)cc1 (configuration not stated)
  109	104	112	108	92	94	94	100	81
54. Nc1nc(=S)cc(Nc2ccc(Cl)c(Cl)c2)[nH]1
  92	100	105	86	109	106	99	108	84
55. COc1cc(/C=N\NC(=O)C[N+](C)(C)C)ccc1O
  102	103	85	104	109	101	98	120	101
56. O/N=C(\c1ccccc1)C(O)c1ccccc1 (configuration not stated)
  108	106	107	109	104	124	101	110	93
57. O=Cc1c2ccccc2cc2ccccc12
  106	98	94	53	80	94	81	135	100
58. O=C(C[n+]1cccc(Br)c1)c1cccc([N+](=O)[O-])c1
  103	95	103	97	114	107	107	115	102
59. O=C1C=CC(Nc2cccc([N+](=O)[O-])c2)C1Nc1cccc([N+](=O)[O-])c1 (configuration not stated)
  85	101	116	85	75	92	77	111	76
60. CC1=NC(=S)NC(c2ccccc2)/C1=C1/CC(c2ccccc2O)ON1 (configuration not stated)
  113	92	106	97	94	98	100	108	64

# By substructure, those above with two or more sulfur atoms.
# Values run as follows: HCC-2998	SW-620	A498	KM12	HCT-116	HT29	HCT-15	COLO 205	SNB-75
28. Cn1c(SCC(=O)Nc2ccc(S(=O)(=O)Nc3ccc(Cl)nn3)cc2)nc2ccccc2c1=O
  99	102	81	104	106	108	103	111	94
38. Cn1nnnc1SCC1=C(C(=O)O)N2C(=O)C(NC(=O)C(O)c3ccccc3)C2SC1 (configuration not stated)
  107	115	117	108	99	106	108	113	98
45. Cc1cc(-c2ccc(Cl)cc2)n(Cc2nnc(SCC(=O)Nc3ccc(S(N)(=O)=O)cc3)o2)n1
  100	91	89	95	78	91	77	104	116
53. COc1ccc(C2CC(c3ccccc3)=NN2/C=C2\SC(=S)N(NC(=O)Cc3ccccc3Nc3c(Cl)cccc3Cl)C2=O)cc1 (configuration not stated)
  109	104	112	108	92	94	94	100	81

# (more compounds)
# Values run as follows: HCC-2998	SW-620	A498	KM12	HCT-116	HT29	HCT-15	COLO 205	SNB-75
61. Cc1ccc(S(=O)(=O)NC(c2ccc(Br)cc2)c2nnc(-c3ccccc3)o2)cc1 (configuration not stated)
  116	102	82	101	94	103	97	108	103
62. CC[n+]1ccc2c(c1)C(=O)c1nccc3c1c-2nc1ccccc13
  -21*	5.3*	-9.9*	8.9*	-28*	10	48	-24*	-75*
63. CCOC(=O)c1[nH]c(C)c(/C(C)=N\O)c1C
  105	117	113	104	92	101	105	112	97
64. c1ccc(-c2oc3ncnc(NCCNc4ncnc5oc(-c6ccccc6)c(-c6ccccc6)c45)c3c2-c2ccccc2)cc1
  111	104	82	.	83	80	92	121	101
65. Cn1cc2c(c1)-c1[nH]c(=O)ncc1CC2
  112	100	109	107	98	115	108	109	96
66. O=C(CC1(O)C(=O)Nc2ccc(Br)cc21)c1ccc(Cl)cc1 (configuration not stated)
  104	99	98	99	98	98	109	109	82
67. Cc1ccc2[nH]c(O)c(N=Nc3nc(-c4ccc(F)cc4)c(C#N)c(=O)[nH]3)c2c1
  105	102	.	98	101	102	100	113	.
68. COC(=O)C1=C(O)CON(c2ccccc2)C1c1ccccc1 (configuration not stated)
  102	99	92	104	101	102	103	114	106
69. CN(Cc1ccccc1)C(=O)OCCO
  113	96	102	101	99	101	101	106	97
